# Screening results from PubChem.
# ELG1 repair inh = ELG1-dependent DNA repair inhibition; HEK293T ELG1-luciferase reporter, luminescence, 16 h; DNA damage induced by 5-fluorouridine; Potency, µM (titrated, usually from 46.1 µM), for the others: top-dose activity change, negative = inhibition, actives largely listed as inhibitors; actives 2.3% (n = 330,000); AID 504467; further: potency means the concentration at half of the fitted maximal effect; on the % scale 0 is the no-effect control and ±100 the full control effect; nearly all actives have a fitted effect of over 55% in size
#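 HEK293T cells expressing luciferase-tagged ELG1 (2,000/well) received 5-Fluorouridine plus compound or DMSO for 16 hr at 37 °C. Luciferase was read by ONE-Glo luminescence after 30 min at room temperature.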
# Rab9 prom act = activates the Rab9 promoter; Huh7 Rab9 promoter-luciferase reporter, luminescence, 24 h; Potency, µM (top dose mostly 9.22 µM), for inactives: at the top dose activation, negative = inhibition, actives largely listed as activators; actives 2.8% (n = 320,000); AID 485297; further: potency means the concentration at half of the fitted maximal effect; % of control where 0% means no effect; nearly all actives have a fitted effect of over 60% in size
#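 Luminescence read-out: Huh7 cells stably expressing Rab9-luciferase, treated 24 h with compound at 37 °C, then lysed with luciferase reagent for 10 min at ambient before reading.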
# Menin MLL FP TR = displaces Texas Red mutant MLL peptide from human menin | O00255 | Menin + Texas Red MLL mutant peptide, fluorescence polarization | Potency, µM (doses to about 61.6 µM), for inactives: at the top dose FP activity change, negative = inhibition, usual class: inhibitors | actives 0.23% (n = 270,000); active means well fitted inhibition curve with a large enough effect in the polarisation, with a control signal flat, not every such curve was filed as active; inconclusive means small, poorly fitted or top-dose-only effect, or effect the other way, or a change in a side signal; inactive means no such curve, though single readings can be large or run the other way; the % refers to the polarisation; further: potency means the concentration at half of the fitted maximal effect; % of control where 0% means no effect; many of its hits are not listed in these tables
# FLuc counter = inhibits or activates purified firefly luciferase, miR-21 counter-screen | P08659 | purified FLuc, Km substrates, luminescence inhibition | Potency, µM (top dose mostly 57.5 µM), for the others: top-dose activity change, negative = inhibition, most hits filed as inhibitors | actives 6.9% (n = 360,000) | AID 588342;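 further: potency means the concentration at half of the fitted maximal effect; plate controls were vehicle for no effect and reference inhibitor for full effect; nearly all actives have a fitted effect of over 55% in size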
#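 Purified P. pyralis luciferase, 10 nM final, with Km-level 10 uM D-luciferin and 10 uM ATP in 50 mM Tris acetate pH 7.5, 10 mM Mg acetate, 0.01% Tween-20, 0.05% BSA; 6-point qHTS titration about 60 µM downward; luminescence read.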
# MBNL1 CUG block = MBNL1-poly(CUG) RNA binding inhibition. Potency, µM (titrated, usually from 57.5 µM), without a hit: at the top dose activity change, negative = inhibition, usual class: inhibitors. Q9NR56. actives 0.036% (n = 280,000). TR-FRET MBNL1-His/biotin-(CUG)12 binding, 665/545 ratio; active means well fitted inhibition curve with a large enough effect in the signal ratio, with a control signal flat, not every such curve was filed as active; inconclusive means small, poorly fitted or top-dose-only effect, or effect the other way, or a change in a side signal; inactive means no such curve, though single readings can be large or run the other way; the % refers to the signal ratio; further: potency means the concentration at half of the fitted maximal effect; on the % scale 0 is the no-effect control and ±100 the full control effect
#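 Compound titration spanned 92 nM–58 uM against the MBNL1-His/biotin-(CUG)12 complex. After 60 min at room temperature with 5 nM streptavidin-XL665 and 0.055 ng/ul terbium anti-His, ratiometric 665/545 nm emission (Ex 340 nm) normalized to controls.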
# KCNH2 3.1 block = inhibitors of human KCNH2 3.1 potassium channel isoform; AID 720553; U2OS KCNH2 3.1, thallium flux FluxOr; hits give low values; activity change, % (tested at about 1.8 µM); actives 0.95% (n = 340,000);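 active means maximum activity change below -70%; inconclusive means maximum activity change from -70% to -50%; inactive means maximum activity change above -50%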;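 further: thallium influx rate constant from kinetic fluorescence after stimulation buffer; on the % scale 0 is the no-effect control and ±100 the full control effect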
#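 Channel expression came from 3.1 mutant virus (1.77 x 10^8 /mL) applied to suspended U2OS cells for 4 h. Flux was tracked with FluxOr dye plus Red40 quencher, and kinetic rate constants normalized to controls.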
# RORgamma inh = inhibitors of mouse ROR gamma transcriptional activity | P51450 | actives 5.4% (n = 310,000) | Potency, µM (highest dose often 53.6 µM), without a hit: at the highest dose activity change, negative = inhibition, hits mostly inhibitors | AID 2551 | Drosophila S2 Gal4-RORgamma UAS-luciferase reporter, 20 h; further: potency means the concentration at half of the fitted maximal effect; on the % scale 0 is the no-effect control and ±100 the full control effect; nearly all actives have a fitted effect of over 60% in size
# Target sequence (P51450 whole entry, looked up, the tested form may be a part): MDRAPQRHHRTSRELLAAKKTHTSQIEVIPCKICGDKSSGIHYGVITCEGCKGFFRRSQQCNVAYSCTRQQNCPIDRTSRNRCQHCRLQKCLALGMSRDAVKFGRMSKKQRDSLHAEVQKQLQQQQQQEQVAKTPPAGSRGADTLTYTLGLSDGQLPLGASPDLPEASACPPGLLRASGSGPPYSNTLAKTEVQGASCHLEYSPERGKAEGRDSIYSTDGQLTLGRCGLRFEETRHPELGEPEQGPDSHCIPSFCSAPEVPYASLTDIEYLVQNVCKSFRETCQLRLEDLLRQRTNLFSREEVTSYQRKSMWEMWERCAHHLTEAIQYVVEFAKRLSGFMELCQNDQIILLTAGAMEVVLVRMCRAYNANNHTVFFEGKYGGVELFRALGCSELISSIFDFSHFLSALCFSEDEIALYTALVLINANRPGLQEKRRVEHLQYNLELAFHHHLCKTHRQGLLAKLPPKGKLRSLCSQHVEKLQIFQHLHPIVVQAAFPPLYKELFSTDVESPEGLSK
#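 ROR gamma transcriptional activity was tracked as Gal4-UAS luciferase output in stably transfected Drosophila Schneider cells, with compound added 1 hr before 700 uM copper sulfate induction and a 20 hr ambient-temperature incubation.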
# Mito fusion yeast = blocks mitochondrial division or promotes mitochondrial fusion; S. cerevisiae fusion-defective mutant growth rescue, CellTiterGlo 48 h; Potency, µM (top dose mostly 46.1 µM), for the others: at the top dose growth rescue (activation), most hits filed as activators; AID 485298; actives 0.23% (n = 320,000);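 further: potency means the concentration at half of the fitted maximal effect; % of control where 0% means no effect; nearly all actives have a fitted effect of over 45% in size; temperature-sensitive fusion mutants such as fzo1-1 at 37 °C on non-fermentable ethanol glycerol medium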
#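 S. cerevisiae fusion-defective temperature-sensitive mutants (e.g. fzo1-1, mgm1-5) grown 48 h at 37C in YPEG (ethanol/glycerol non-fermentable) medium with 23 nl compound per well; growth rescue read as CellTiterGlo luminescence.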
# VP16 counter = Gal4-VP16 reporter inhibition counter-screen | Drosophila S2 Gal4-VP16 UAS-luciferase, luminescence, 20 h | actives 3.5% (n = 310,000) | AID 2546 | Potency, µM (top dose mostly 53.6 µM), for inactives: top-dose activity, negative = inhibition, hits mostly inhibitors;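 further: Gal4-VP16 expression switched on by copper sulfate through the metallothionein promoter; potency means the concentration at half of the fitted maximal effect; on the % scale 0 is the no-effect control and ±100 the full control effect; nearly all actives have a fitted effect of over 50% in size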
# NPC1 promoter act = activates the NPC1 promoter. Huh7 NPC1 promoter luciferase reporter, 24 h. Potency, µM (titrated, usually from 9.22 µM), for the others: at the highest dose activation, hits mostly activators. actives 2.4% (n = 320,000);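 further: potency means the concentration at half of the fitted maximal effect; % of control where 0% means no effect; nearly all actives have a fitted effect of over 60% in size; reporter is driven by a mutant NPC1 promoter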
#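 Stably transfected Huh7 (NPC1 promoter→luciferase), 1500 cells/well in Opti-MEM + 10% FBS, 2 h settle, then compound 24 h at 37 °C. Luminescence after 10 min with Amplite reagent.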
# PKM2 activator = PKM2 (human) enzyme activation | P14618 | purified PKM2, Kinase-Glo ATP luminescence, activation; response scale: 0% is enzyme alone, no compound | Potency, µM (top dose mostly 57.5 µM), without a hit: at the top dose activation, most hits filed as activators | actives 0.34% (n = 260,000) | AID 1631; further: potency means the concentration at half of the fitted maximal effect; on the % scale 0 is the no-effect control and ±100 the full control effect; nearly all actives have a fitted effect of over 55% in size
# Target sequence (P14618 whole entry, looked up): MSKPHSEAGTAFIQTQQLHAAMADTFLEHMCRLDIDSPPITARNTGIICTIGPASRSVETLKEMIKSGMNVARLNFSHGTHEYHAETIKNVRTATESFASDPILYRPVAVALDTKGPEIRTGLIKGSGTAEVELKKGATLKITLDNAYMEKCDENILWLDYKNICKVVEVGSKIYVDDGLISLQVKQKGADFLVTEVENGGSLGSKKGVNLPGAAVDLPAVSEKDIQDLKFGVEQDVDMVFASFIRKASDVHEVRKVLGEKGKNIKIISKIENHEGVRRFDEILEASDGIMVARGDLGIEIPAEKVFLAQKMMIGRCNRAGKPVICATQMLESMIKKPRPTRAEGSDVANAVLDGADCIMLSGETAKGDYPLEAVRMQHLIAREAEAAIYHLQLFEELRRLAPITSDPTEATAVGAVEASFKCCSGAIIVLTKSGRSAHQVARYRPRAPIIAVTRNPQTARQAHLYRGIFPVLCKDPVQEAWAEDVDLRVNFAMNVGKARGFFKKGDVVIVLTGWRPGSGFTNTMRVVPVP
#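 Purified hPK-M2 (>95%) run at intermediate activity with 0.1 mM ADP and 0.5 mM PEP in 50 mM imidazole pH 7.2, KCl, MgCl2; 1 h room temperature. ATP formed read by Kinase-Glo luminescence; normalized to uninhibited and no-enzyme controls.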
# Active calls of the source: *; ? = inconclusive; / = no result given; ! = a repeat was not active; [ ] = dose if it differs, or a comment. Unless noted, the call rests on the fitted dose curve; in most records, active means well fitted curve in the direction sought with a large enough effect; inconclusive means small, poorly fitted or top-dose-only effect, or another doubt; inactive means no such curve, though single readings can be large; an effect the other way counts as inactive or inconclusive. Only part of the results is shown. The share of hits here may be higher or lower than overall.
SMILES,ELG1 repair inh,Rab9 prom act,Menin MLL FP TR,FLuc counter,MBNL1 CUG block,KCNH2 3.1 block,RORgamma inh,Mito fusion yeast,VP16 counter,NPC1 promoter act,PKM2 activator
CCc1ccc(NC(=O)C2CCN(S(=O)(=O)c3cccs3)CC2)cc1,?,0.3%,77.6%[activator],-4.1%,4.6%,-12.7,?,10.4%,-0.1%,-2.3%,4.0%
COCCCNC(=O)c1ccc2c(=O)n(Cc3ccccc3OC)c(=S)[nH]c2c1,-7.3%,-4.2%,10.0%,0.5%,3.8%,14.5,-2.7%,-6.5%,-3.9%,-2.9%,/
COc1ccccc1/C=C/C=N/NC(=O)c1ccncc1,3.9%,-0.2%,1.0%,?,?,0.4,5.62µM*,5.3%,11.2µM*,0.4%,-15.0%
CC[N+](CC)(CCCCS(=O)(=O)[O-])CCNP1(=O)C=C(c2ccccc2)OC(c2ccccc2)=C1,2.8%,-1.6%,-5.9%,2.7%,-0.2%,0.6,7.3%,-2.5%,-4.6%,-4.1%,8.4%
CC(=O)N(c1ccccc1)c1nc(/C=C/C(=O)O)cs1,6.9%,-2.6%,-12.4%,0.0%,8.6%,1.2,?,-5.4%,17.8%,-6.1%,-1.6%
CCOc1ccc(NC(=O)CSC2=NN3CCCC(=O)N=C3S2)cc1,13.9%,12.0%,-0.9%,-1.7%,-2.6%,13.6,-12.2%,22.4%,1.7%,-2.7%,/
Cn1cccc1C(=O)OCc1cc(Cl)cc2c1OCOC2,?,?,?,13.5µM*,-13.0%,1.0,6.5%,?,-16.6%,?,-3.4%
O=C(c1cc(O)c(O)c([N+](=O)[O-])c1)c1ccccc1F,-11.2%,-38.1%[inhibitor][46.1 µM],?,2.2%,?,11.0,/,18.4µM*!,/,-6.5%[46.1 µM],/
C=CCN1CC(C)/C(=N\O)CC1C (stereo unspecified),0.0%,-4.3%,/,0.2%,-11.8%,-2.2,17.1%,-2.1%,-8.7%,1.2%,-5.9%
CCOc1ncccc1C(=O)N1CCN(S(=O)(=O)c2ccc3ccccc3c2)CC1,-11.3%,-2.7%,/,-1.2%,9.2%,5.1,3.7%,4.8%,12.2%,-3.6%,3.5%
Cc1nn(-c2ccccc2)c2c1C(c1cccc([N+](=O)[O-])c1)N(c1ccccc1)C(=O)N2 (stereo unspecified),4.5%,1.5%,-1.6%,-1.3%,-5.8%,-5.9,13.9%,-3.4%,-15.1%,-5.1%,-0.7%
CCc1c(C)nc(N)n2c(SCC(=O)Nc3ccccc3OC)nnc12,?,8.4%,-3.6%,0.7%,-5.2%,-1.0,11.5%,5.0%,-2.8%,-0.6%,-2.5%
CS(=O)(=O)N1CCc2cc(NC(=O)c3ccc(Cl)cc3Cl)ccc21,15.9%,15.0%,20.9%,19µM*,1.2%,1.7,31.8%,1.4%,-2.1%,5.5%,1.5%
Cc1noc(C)c1C(=O)NCc1ccco1,13.8%,0.7%,9.5%,-1.7%,-4.5%,0.8,-6.4%,-6.3%,-0.1%,-2.2%,1.3%
Cc1sc2ncnc(N3CCC(C(=O)Nc4nnc(CC(C)C)s4)CC3)c2c1C,-13.4%,-1.8%,/,1.9%,/,-2.2,/,9.7%,/,-4.7%,/
CCCCn1c(-c2csc3ccccc23)n[nH]c1=S,-1.9%,-0.4%,2.6%,-0.1%,-1.1%,5.3,7.94µM*,-10.0%,?,0.7%,-5.9%
COc1ccc([C@@H]2CC(=O)c3c(O)cc(O[C@@H]4O[C@H](CO[C@@H]5O[C@@H](C)[C@H](O)[C@@H](O)[C@H]5O)[C@@H](O)[C@H](O)[C@H]4O)cc3O2)cc1O,16.8%,0.4%,16.9%,-2.9%,1.8%,16.5,-8.6%,-0.5%,-10.7%,-2.1%,1.3%
O=C(Nc1nnc(COc2ccccc2F)s1)Nc1ccccc1F,0.0%,-6.6%,/,-2.9%,-1.3%,-34.1,27.2%,-0.2%,-4.5%,0.2%,3.3%
O=C(CCl)NCCN1C(=O)S/C(=C\c2cccnc2)C1=O,-25.6%,13.9%,1.2%,-1.8%,16.3%,5.7,?,0.5%,?,-2.1%,-3.1%
Cc1ccc(NC(=O)CSCC(=O)OC(C)C(=O)Nc2ccccc2C)cc1 (stereo unspecified),4.7%,-2.1%,/,8.9%,/,-12.4,/,7.4%,/,-2.5%,/
Cc1cc(C)nc(SCc2ccc(C(=O)N/N=C/c3ccc(C(=O)O)cc3)cc2)n1,-1.8%,-4.8%,-14.3%,-18.5%,11.4%,-2.4,-1.3%,-0.3%,-14.4%,-2.7%,-32.5%
COc1ccc(C2C(C(=O)c3ccc(C)o3)=C(O)C(=O)N2CC2CCCO2)cc1OC (stereo unspecified),-3.9%,-1.6%,/,-7.1%,14.2%,4.7,-31.9%,0.4%,0.1%,-1.4%,-1.0%
Oc1cccc2c(NC(=S)Nc3ccc(SC(F)F)cc3)cccc12,-1.4%,-3.9%,?,?,?,-7.1,6.31µM*,-2.8%,7.94µM*,2.7%,0.8%
COc1ccc(CCNC(=O)c2cccc3ccccc23)cc1OC,-7.4%,-2.8%,1.8%,0.0%,4.5%,12.7,/,0.4%,/,0.5%,0.3%
Cc1cc(NS(=O)(=O)c2ccc(NC(=O)Cc3cccs3)cc2)no1,10.7%,3.8%,-4.1%,3.7%,2.1%,-5.6,0.6%,-0.1%,-12.3%,-1.0%,-1.4%

# (further entries)
SMILES,ELG1 repair inh,Rab9 prom act,Menin MLL FP TR,FLuc counter,MBNL1 CUG block,KCNH2 3.1 block,RORgamma inh,Mito fusion yeast,VP16 counter,NPC1 promoter act,PKM2 activator
COc1ccc(C(=O)C2CCCN(C(=O)c3cccnc3OC)C2)cc1F (stereo unspecified),-26.9%,-0.7%,-18.6%,-2.9%,-1.4%,-17.8,13.5%,-2.7%,-13.9%,-1.0%,-3.7%
CCOc1cc(/C=N/NC(=O)CN2CCCCC2)ccc1O,-0.7%,0.1%,1.9%,3.4%,6.5%,1.7,21.8%,-0.9%,-7.6%,-3.7%,-4.6%[11.5 µM]
COc1ccc(Nc2cc(C)nc3ncnn23)cc1Cl,18.1%,19.5%,2.6%,0.9%,-2.7%,0.6,-2.0%,3.6%,24.5%,?,-2.0%
Cc1cc([N+](=O)[O-])nn1CCC(=O)Nc1nccs1,4.8%,-0.7%,1.3%,-2.5%,19.7%,0.1,-12.9%,2.3%,-4.2%,-3.1%,1.3%
COc1cc(S(=O)(=O)N2CCC(c3nc4ccccc4s3)CC2)ccc1S(=O)(=O)NC1CCCC1,?,-6.2%,2.5%,0.1%,5.2%,-11.6,-8.6%,-2.0%,-0.7%,-6.7%,6.8%
CC(=O)Nc1ccc(NC(=O)[C@@H](NC(=O)c2cccc(C)c2)C(C)C)cc1,?,-0.5%,/,0.1%,4.0%,11.6,23.8%,7.1%,-0.8%,-3.9%,/
Cc1c(Cl)cnc(NC(=O)COC(=O)c2cccc(S(=O)(=O)N3CCc4ccccc4C3)c2)c1Cl,-11.0%,-5.3%,8.9%,-3.3%,/,-2.5,6.7%,15.5%,-0.7%,1.3%,12.2%
Cn1c(NCCCN2CCOCC2)nc2c1c(=O)n(Cc1ccc(Cl)cc1Cl)c(=O)n2C,?,1.2%,11.8%,2.5%,-4.9%,-1.6,11.7%,2.8%,0.7%,1.7%,-0.1%
CCOC(=O)C(NC(=O)c1ccccc1)=C1C=C(C)OC(C)=C1,4.4%,-2.5%,1.2%,2.4%,-1.3%,21.9,-17.2%,-3.8%,-6.1%,1.2%,0.5%
COc1cccc(NC(=O)Cn2c(SCC(=O)N3CCOCC3)nc3ccccc32)c1,9.9%,-1.2%,-9.3%,3.2%,-6.7%,-3.3,27.1%,-4.7%,0.9%,0.7%,11.9%
CCOC(=O)C1(S(=O)(=O)c2ccc(Cl)cc2)CCN(Cc2ccccc2)CC1,3.3%,-3.5%,?,1.2%,2.8%,-1.7,-1.8%,1.3%,-1.2%,-2.9%,0.0%
Cc1ccc(-c2csc(N3CCN(c4ccc5nc(-c6ccncc6)n(CCN6CCCCC6)c5c4)CC3)n2)cc1,?,1.5%,-18.6%,-0.3%,7.8%,3.0,?,-2.2%,-4.8%,1.4%,2.1%
